TNAP act mid DEA = activates human TNAP at intermediate phosphate acceptor concentration. 64,000 tested, under 10 active. purified TNAP, CDP-star luminescence, 100 mM DEA, 30 min; active compounds read high; scale: 0 levamisole-inhibited, 1 vehicle-only enzyme. AID 813. activation factor at 20 µM;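 active = activation factor of at least 2 at 20 µM, relative to controls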
M1 antag = antagonists of rat M1 muscarinic receptor | P08482 | CHO-M1 cells, Fluo-4 calcium, ACh EC80 antagonist mode; active compounds read low | B-score at 10 µM | 64,000 compounds, 3.4% hits | AID 628;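 active = calcium fluorescence response, raw or row-and-column corrected B-score, differing from the plate sample mean either way at a set confidence level, mostly lower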
HEK293 NFkB inh = inhibitors of the PMA/ionomycin-induced NF-kB reporter in HEK293 cells. inhibition, % at 3 µM. HEK-293 NF-kB luciferase reporter, luminescence. 62,000 compounds, 0.21% hits. AID 465;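 active = inhibition above the mean of all tested compounds plus 3 SD, cut at about 40% in these data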;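 also: 0% = stimulated DMSO wells and 100% = 10 µM reference inhibitor 5653914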
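System – HEK-293 cells with stable firefly luciferase reporter driven by four HIV NF-kB elements · Doses – one dose, 3 µM · Schedule – 1 h compound pre-incubation, 16 h PMA/ionomycin at 37 °C · Technique – luminescence from luciferase substrate reagent · Measure – percent inhibition normalized per plate to DMSO and reference-inhibitor controls · Replicates – tested once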
D1 allo mod = allosterically modulates the human D1 dopamine receptor. 58,000 compounds, 5.9% hits. HEK293 D1, CRE-luciferase, dopamine EC30 potentiation; actives deviate in either direction. B-score at 10 µM;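 active = luminescence count or its row- and column-corrected plate score outside the 99.7% band of the plate's sample wells, on either side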
Target sequence (P21728 whole entry, looked up): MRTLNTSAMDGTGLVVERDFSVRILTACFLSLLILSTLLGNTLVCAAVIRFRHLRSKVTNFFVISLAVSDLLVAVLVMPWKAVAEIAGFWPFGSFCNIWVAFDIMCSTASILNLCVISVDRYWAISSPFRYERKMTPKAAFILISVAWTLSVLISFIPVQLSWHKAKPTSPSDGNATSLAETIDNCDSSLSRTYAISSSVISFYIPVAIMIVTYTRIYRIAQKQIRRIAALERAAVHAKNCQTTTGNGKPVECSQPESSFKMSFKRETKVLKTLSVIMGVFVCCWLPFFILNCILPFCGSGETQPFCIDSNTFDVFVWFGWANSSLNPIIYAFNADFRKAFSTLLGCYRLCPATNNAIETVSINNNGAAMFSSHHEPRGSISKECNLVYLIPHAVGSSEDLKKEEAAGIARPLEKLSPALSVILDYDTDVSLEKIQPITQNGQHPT
E coli RNAP = blocks E. coli RNA polymerase transcription; P0A8V2; fluorescence transcription assay; inhibition, %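 (tested at 10 µM)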; 62,000 compounds, 0.2% hits; AID 559; in the data active = inhibition above about 20%;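 also: 0% = enzyme without compound and 100% = no enzyme blank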
S1P1 ag-PAM = S1P1 (human) agonism or agonism potentiation; P21453; S1P1 CRE-bla cells, forskolin, beta-lactamase FRET, potentiator mode; S1P1 agonist co-added at EC20, 2 nM; 100% = saturating reference agonist, 0% = basal; activation, % at 9.5 µM; 56,000 compounds, 0.57% hits; AID 449;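 active = activation above a cutoff set at the mean activation of all tested compounds plus 3 SD, cut at about 54% in these data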;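 also: forskolin at 4 µM as EC80 and the EC20 agonist is SEW2871; 100% = SEW2871 at its EC100 plus forskolin at EC80; some compounds past the cut are filed as inactive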
Target sequence (P21453 whole entry, looked up): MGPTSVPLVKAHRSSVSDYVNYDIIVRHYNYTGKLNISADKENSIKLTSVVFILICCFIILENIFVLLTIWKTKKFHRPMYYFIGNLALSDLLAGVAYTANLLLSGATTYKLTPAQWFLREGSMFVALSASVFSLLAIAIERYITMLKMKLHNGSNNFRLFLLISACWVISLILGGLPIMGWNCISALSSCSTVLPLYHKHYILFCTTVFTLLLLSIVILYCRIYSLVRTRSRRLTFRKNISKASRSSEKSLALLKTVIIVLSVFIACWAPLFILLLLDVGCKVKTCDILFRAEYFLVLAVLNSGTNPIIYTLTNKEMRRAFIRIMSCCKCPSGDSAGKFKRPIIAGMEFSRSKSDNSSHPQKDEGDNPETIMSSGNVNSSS
S1P3 ag = activates the human S1P3 receptor. Q99500. S1P3 NFAT-BLA reporter cells, agonism, FRET ratio; relative to 1 µM S1P, basal subtracted. activation, % at 4.5 µM. 60,000 compounds, 0.1% hits;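 active = activation above the screen-wide mean plus 3 SD, cut at about 4.5% in these data, passing the limit was not always enough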; also: some compounds called inactive have numbers as strong as hits
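Assay system: CHO cells stably expressing human S1P3, Gα16 and NFAT-β-lactamase reporter. Timing: overnight plating, 4 h compound 37 °C, 2 h substrate RT. Signal: β-lactamase FRET emission ratio 460/535 nm. Measure: percent activation versus median 1 µM S1P response, basal-subtracted, per plate. Repeats: primary screen single test, confirmation screen in triplicate.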
M1 agonist = activates the M1 muscarinic receptor | 64,000 compounds, 3% hits | CHO-M1 cells, Fluo-4 calcium fluorescence, agonist mode; active compounds read high | B-score at 10 µM;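 active = fluorescence rise, raw or as B-score row- and column-corrected plate score, outside the 99.7% band of its plate's samples, either direction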
Jurkat viability = reduces viability or proliferation of Jurkat cells; Jurkat E6.1 viability, ATP luminescence, 48 h; inhibition, % at 4 µM; 56,000 compounds, 1.2% hits; AID 463;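 active = inhibition above the mean inhibition of all tested compounds plus 3 SD, cut at about 28% in these data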
* = called active by the depositor.

How did c1ccc(NCc2nnc3n2CCCCC3)cc1 do in these assays?
TNAP act mid DEA: 1; M1 antag: 0.44; HEK293 NFkB inh: 11; D1 allo mod: -0.96; E coli RNAP: 2; S1P1 ag-PAM: -29; S1P3 ag: 0.0; M1 agonist: 0.72; Jurkat viability: -8

Results for CN(Cc1ccccc1)Cc1nc2c([nH]1)c(=O)n(C)c(=O)n2C ?
TNAP act mid DEA: 0.9; M1 antag: 0.0067; HEK293 NFkB inh: 13; D1 allo mod: -0.13; E coli RNAP: 3; M1 agonist: -0.21

Results for C=CCn1c(=O)c2c(C)c(C)sc2n2c(Nc3ccccc3)nnc12 ?
TNAP act mid DEA: 0.9; M1 antag: 0.15; HEK293 NFkB inh: 8; D1 allo mod: 1.6; E coli RNAP: 12; S1P1 ag-PAM: -12; S1P3 ag: 0.5; M1 agonist: 0.34; Jurkat viability: -5

How did COc1ccc(C(=O)O)cc1F do in these assays?
TNAP act mid DEA: 0.9; M1 antag: 0.78; HEK293 NFkB inh: 25; E coli RNAP: 9; S1P1 ag-PAM: -8; S1P3 ag: -1.1; M1 agonist: 0.049; Jurkat viability: -11

Results for CCn1c(C(O)c2ccccc2)nc2ccccc21 (configuration not stated) ?
TNAP act mid DEA: 0.9; M1 antag: -0.46; HEK293 NFkB inh: -3; S1P1 ag-PAM: -15; S1P3 ag: -1.2; M1 agonist: -0.7; Jurkat viability: -7

Results for CC(=O)C1=C(O)C(=O)N(CCCCCC(=O)O)C1c1ccc(N(C)C)cc1 (configuration not stated) ?
TNAP act mid DEA: 0.9; M1 antag: 0.21; HEK293 NFkB inh: 8; D1 allo mod: -0.97; E coli RNAP: 8; S1P1 ag-PAM: 6; S1P3 ag: 0.4; M1 agonist: 1.7; Jurkat viability: -8

How did COc1ccccc1N1C(N)=NC(N)=NC1(C)C do in these assays?
TNAP act mid DEA: 1.1; M1 antag: 0.11; HEK293 NFkB inh: 4; D1 allo mod: 0.94; E coli RNAP: -2; S1P1 ag-PAM: -18; S1P3 ag: -0.4; M1 agonist: 0.1; Jurkat viability: -1

What do the screens show for `COc1cc2c(cc1OC)CN(C(=O)NS(=O)(=O)c1ccc(C)cc1)CC2`?
TNAP act mid DEA: 0.9; M1 antag: 0.45; HEK293 NFkB inh: 15; D1 allo mod: 3.6; E coli RNAP: 4; S1P1 ag-PAM: 20; S1P3 ag: -0.1; M1 agonist: 0.79; Jurkat viability: 9

How did CC1CC(C)CN(CCCNC(=O)c2ccc(CS(=O)(=O)Cc3ccccc3F)o2)C1 (configuration not stated) do in these assays?
TNAP act mid DEA: 1; M1 antag: 0.14; HEK293 NFkB inh: 6; D1 allo mod: -0.092; E coli RNAP: 6; S1P1 ag-PAM: 12; S1P3 ag: 0.0; M1 agonist: -0.16; Jurkat viability: 4

Results for CCN(CC)CCCN(Cc1cc2cc(OC)ccc2[nH]c1=O)C(=O)Nc1ccc(F)cc1 ?
TNAP act mid DEA: 0.9; M1 antag: -0.15; HEK293 NFkB inh: -9; D1 allo mod: -1.2; E coli RNAP: 6; M1 agonist: 0.46

How did O=C(c1nnc(-c2ccncc2)o1)c1ccccc1Cl do in these assays?
TNAP act mid DEA: 1; M1 antag: 0.095; HEK293 NFkB inh: 22; D1 allo mod: 0.071; E coli RNAP: 5; S1P1 ag-PAM: -41; S1P3 ag: 0.3; M1 agonist: 1.9; Jurkat viability: 3

How did Cc1nc2cc(C(=O)OCC(=O)N(CC(C)C)C3CCS(=O)(=O)C3)ccc2n1-c1ccccc1 (configuration not stated) do in these assays?
TNAP act mid DEA: 0.9; M1 antag: 0.41; HEK293 NFkB inh: 9; D1 allo mod: 0.038; E coli RNAP: 11; S1P1 ag-PAM: -15; S1P3 ag: 3.8; M1 agonist: -1.8; Jurkat viability: -1

Results for CCCCn1c(C(C)NC(=O)CC)nc2ccccc21 (configuration not stated) ?
TNAP act mid DEA: 1; M1 antag: 0.0073; HEK293 NFkB inh: -5; D1 allo mod: -0.31; E coli RNAP: 1; S1P1 ag-PAM: 8; S1P3 ag: 0.1; M1 agonist: 0.47; Jurkat viability: 0

What do the screens show for `Cc1ccc(S(=O)(=O)NC(C(=O)OCC(=O)NC(=O)c2cccn2C)C(C)C)cc1` (configuration not stated)?
TNAP act mid DEA: 0.8; M1 antag: 0.044; HEK293 NFkB inh: 11; D1 allo mod: 0.31; E coli RNAP: 10; S1P1 ag-PAM: 6; S1P3 ag: 0.1; M1 agonist: 0.57; Jurkat viability: -3

How did CC(C)OC(=O)CN1C(=O)c2ccccc2C1=O do in these assays?
TNAP act mid DEA: 1.1; M1 antag: 0.064; HEK293 NFkB inh: -10; D1 allo mod: 0.49; E coli RNAP: 8; S1P1 ag-PAM: -3; S1P3 ag: 0.2; M1 agonist: -0.12; Jurkat viability: -3

What do the screens show for `CN1C(=O)c2ccc(S(=O)(=O)c3ccc(C(=O)O)cc3)cc2C1=O`?
TNAP act mid DEA: 1; M1 antag: 0.067; HEK293 NFkB inh: -4; D1 allo mod: 1.2; E coli RNAP: 2; S1P1 ag-PAM: 0; S1P3 ag: -1.5; M1 agonist: -0.37; Jurkat viability: -4

How did O=C(C1CC1)N1CCN=C1SCc1cccc(F)c1 do in these assays?
TNAP act mid DEA: 1; M1 antag: -0.021; HEK293 NFkB inh: 1; E coli RNAP: 1; S1P1 ag-PAM: -5; S1P3 ag: -0.6; M1 agonist: -0.13; Jurkat viability: 5

What do the screens show for `CCCCOc1ccccc1NC(=O)CC1SC(=NCC)N(CC)C1=O` (configuration not stated)?
TNAP act mid DEA: 1; M1 antag: -2.8*; HEK293 NFkB inh: 4; E coli RNAP: 4; S1P1 ag-PAM: 5; S1P3 ag: -1.2; M1 agonist: 1.5; Jurkat viability: -1

How did Cn1c(=O)c2ncn(CC(=O)NCCOc3ccccc3)c2n(C)c1=O do in these assays?
TNAP act mid DEA: 0.9; M1 antag: 0.38; HEK293 NFkB inh: 5; D1 allo mod: 0.9; E coli RNAP: -10; S1P3 ag: 0.2; M1 agonist: -0.52; Jurkat viability: -2

How did Cc1ccc(Nc2nc(CSc3nnnn3-c3ccccc3)cs2)cc1 do in these assays?
TNAP act mid DEA: 1; M1 antag: -0.26; HEK293 NFkB inh: 10; E coli RNAP: 4; S1P1 ag-PAM: 16; S1P3 ag: -0.6; M1 agonist: -0.099; Jurkat viability: 0

How did COc1ccccc1Nc1nc(C)cc(C)c1C(N)=O do in these assays?
TNAP act mid DEA: 0.8; M1 antag: -1.1; HEK293 NFkB inh: 1; D1 allo mod: -0.13; E coli RNAP: 9; S1P3 ag: 0.0; M1 agonist: 0.021; Jurkat viability: -3

Results for COC(=O)c1ccc(CSc2nncn2C)cc1 ?
TNAP act mid DEA: 0.9; M1 antag: -0.45; HEK293 NFkB inh: -1; D1 allo mod: 0.38; E coli RNAP: 7; S1P1 ag-PAM: 3; S1P3 ag: -1.1; M1 agonist: 0.71; Jurkat viability: 6

What do the screens show for `C/C(=C1/SC(N2CCOCC2)=NC1=O)c1ccc(Cl)cc1`?
TNAP act mid DEA: 0.9; M1 antag: -0.016; HEK293 NFkB inh: 14; D1 allo mod: 1.2; E coli RNAP: 7; S1P1 ag-PAM: -6; S1P3 ag: -0.5; M1 agonist: -0.17; Jurkat viability: 1

How did Brc1ccc(-c2nnc3sc(CN4CCC5(CC4)OCCO5)cn23)cc1 do in these assays?
TNAP act mid DEA: 0.8; M1 antag: -0.097; HEK293 NFkB inh: 2; D1 allo mod: 0.67; E coli RNAP: 7; S1P1 ag-PAM: -13; S1P3 ag: -1.7; M1 agonist: -0.85; Jurkat viability: 0

Results for CCOC(=O)c1[nH]c(COC(=O)c2ccccc2NC(=O)c2ccco2)c(C(=O)OCC)c1C ?
TNAP act mid DEA: 0.9; M1 antag: 0.38; HEK293 NFkB inh: 16; D1 allo mod: 0.25; E coli RNAP: 4; M1 agonist: -0.088

Results for COc1cc(C2=NOC(C(=O)Nc3ccc(C(C)=O)cc3)C2)cc(OC)c1OC (configuration not stated) ?
TNAP act mid DEA: 0.9; M1 antag: 0.28; HEK293 NFkB inh: 2; D1 allo mod: 1.5; E coli RNAP: 3; S1P1 ag-PAM: -6; S1P3 ag: 1.7; M1 agonist: 0.36; Jurkat viability: -10

How did O=C(CCCC(=O)N(CC(=O)NC1CCCC1)C1CCCC1)Nc1ccccn1 do in these assays?
TNAP act mid DEA: 0.9; M1 antag: -0.24; HEK293 NFkB inh: 22; D1 allo mod: -0.08; E coli RNAP: 9; S1P1 ag-PAM: 7; S1P3 ag: 0.4; M1 agonist: 0.63; Jurkat viability: 0

How did CC(C)C[C@H](NC(=O)NCc1ccc(Cl)cc1)C(=O)O do in these assays?
TNAP act mid DEA: 1; M1 antag: -0.0022; HEK293 NFkB inh: 10; D1 allo mod: -0.52; E coli RNAP: 6; S1P1 ag-PAM: 4; S1P3 ag: -0.9; M1 agonist: -0.058; Jurkat viability: 0

Results for CCCCc1nc2ccccc2n1Cc1nnc2n1-c1ccccc1SC2 ?
TNAP act mid DEA: 1; M1 antag: -0.21; HEK293 NFkB inh: 2; D1 allo mod: 0.93; E coli RNAP: 4; S1P1 ag-PAM: 20; S1P3 ag: -1.2; M1 agonist: 0.13; Jurkat viability: 2

Results for COCCNc1nnc(SCC(=O)N2CCN(S(=O)(=O)c3ccccc3)CC2)s1 ?
TNAP act mid DEA: 0.9; M1 antag: -1.1; HEK293 NFkB inh: 16; D1 allo mod: 1; E coli RNAP: 1; S1P1 ag-PAM: 1; S1P3 ag: 0.0; M1 agonist: 0.58; Jurkat viability: -12

Results for CC(C)(C)NC(=O)C(c1ccco1)N(C(=O)Cn1nnc(-c2ccc(F)cc2)n1)c1ccccc1F (configuration not stated) ?
TNAP act mid DEA: 0.9; M1 antag: -0.16; HEK293 NFkB inh: 3; D1 allo mod: 0.25; E coli RNAP: 5; S1P1 ag-PAM: 0; S1P3 ag: -0.7; M1 agonist: -0.22; Jurkat viability: -4

How did CCOC(=O)C1=C(C)OC(N)=C(C#N)C1c1ccoc1 (configuration not stated) do in these assays?
TNAP act mid DEA: 0.9; M1 antag: -0.31; HEK293 NFkB inh: 11; D1 allo mod: 0.68; E coli RNAP: 7; S1P1 ag-PAM: -11; S1P3 ag: -2.0; M1 agonist: -1.2; Jurkat viability: 2

Results for O=C(Nc1ccccc1F)N(CCCN1CCOCC1)Cc1cc2cc3c(cc2[nH]c1=O)OCCO3 ?
TNAP act mid DEA: 0.9; M1 antag: -0.28; HEK293 NFkB inh: 8; D1 allo mod: 2.4; E coli RNAP: 2; S1P1 ag-PAM: -114; S1P3 ag: -0.2; M1 agonist: 0.82; Jurkat viability: 1

Filtered by structure, those above with two or more sulfur atoms.
How did Cc1ccc(Nc2nc(CSc3nnnn3-c3ccccc3)cs2)cc1 do in these assays?
TNAP act mid DEA: 1; M1 antag: -0.26; HEK293 NFkB inh: 10; E coli RNAP: 4; S1P1 ag-PAM: 16; S1P3 ag: -0.6; M1 agonist: -0.099; Jurkat viability: 0

Results for COCCNc1nnc(SCC(=O)N2CCN(S(=O)(=O)c3ccccc3)CC2)s1 ?
TNAP act mid DEA: 0.9; M1 antag: -1.1; HEK293 NFkB inh: 16; D1 allo mod: 1; E coli RNAP: 1; S1P1 ag-PAM: 1; S1P3 ag: 0.0; M1 agonist: 0.58; Jurkat viability: -12
